# L3MBTL1 inh: L3MBTL1 (human) inhibition; AlphaScreen L3MBTL1–H3K9me1 peptide binding; 230,000 tested, 0.66% active; AID 485360; Potency, µM (titrated, usually from 57.1 µM), for the others: at the top dose activity, negative = inhibition, actives largely listed as inhibitors; further: nearly all actives have a fitted effect of over 60% in size
#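 Displacement of a biotinylated histone H3(1-15) peptide monomethylated at Lys9 (75 nM) from L3MBTL1 (50 nM) was measured by AlphaScreen after a 30 min room-temperature compound incubation; cefsulodin titration served as intraplate control.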
# TexasRed fluor: counter-screen for TRb-SRC2 inhibitors: fluorescence interference. TRb/SRC2 Texas Red total fluorescence interference. Potency, µM (titrated, usually from 106 µM), inactives show at the top dose fluorescence change, negative = quenching. AID 1479. 280,000 tested, 0.29% active; active means well fitted curve in either direction with a large enough effect; inconclusive means small, poorly fitted or top-dose-only effect
#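 Human TRβ ligand-binding domain (0.6 uM) and Texas Red SRC2 peptide (20 nM) in Tris buffer with 1 uM T3 and 5% DMSO were incubated with pinned compound for 5 hr at ambient temperature. Total fluorescence was computed as S + 2P (555/632 nm).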
# RGS12 GoLoco inh: RGS12 GoLoco-Gai1 interaction inhibition. P63096. Gai1:RGS12 GoLoco peptide FP, rhodamine, 10 min. Potency, µM (titrated, usually from 61.6 µM), for inactives: at the top dose activity, negative = inhibition, most hits filed as inhibitors. 230,000 tested, 0.44% active. AID 880; active means well fitted inhibition curve with a large enough effect, not every such curve was filed as active; inactive means no such curve, though single readings can be large or run the other way; further: nearly all actives have a fitted effect of over 30% in size; many of its hits are not listed in these tables
# Target sequence (P63096 whole entry, looked up): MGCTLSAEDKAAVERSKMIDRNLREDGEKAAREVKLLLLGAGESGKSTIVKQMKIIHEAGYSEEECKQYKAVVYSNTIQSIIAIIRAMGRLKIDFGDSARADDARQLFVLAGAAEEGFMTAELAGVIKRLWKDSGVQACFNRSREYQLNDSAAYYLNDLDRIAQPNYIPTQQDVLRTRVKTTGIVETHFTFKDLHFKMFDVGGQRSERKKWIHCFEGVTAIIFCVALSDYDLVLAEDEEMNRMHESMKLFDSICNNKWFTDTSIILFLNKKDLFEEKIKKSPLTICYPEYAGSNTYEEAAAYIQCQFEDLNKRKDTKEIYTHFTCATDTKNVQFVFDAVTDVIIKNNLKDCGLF
# GAA glycogen mod: GAA glycogen-cleavage inhibition or activation | P10253 | recombinant GAA, glycogen substrate, Amplex Red glucose oxidase fluorescence | Potency, µM (doses to about 76.4 µM), for inactives: at the highest dose activity change, negative = inhibition, most hits filed as inhibitors | 300,000 tested, 0.38% active;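 further: 0% = full enzyme reaction and -100% = no-enzyme basal signal; the screen sought inhibitors and activators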
#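 qHTS, 1536-well; enzyme 4 nM final; cpd up to 77 uM; substrate bovine liver glycogen 30 ug; 50 mM citrate/phosphate pH 5.0, 0.01% Tween-20; 37 C, 40 min; Amplex Red detection 45 min RT; Hill fit → AC50.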
# RECQ1 inh: RECQ1 (human) helicase inhibition; RECQ1 DNA unwinding, red fluorescence kinetic read; Potency, µM (titrated, usually from 57.3 µM), without a hit: top-dose activity, negative = inhibition, actives largely listed as inhibitors; 240,000 tested, 0.54% active; AID 2549;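 further: plate controls were vehicle for no effect and no enzyme for full effect; nearly all actives have a fitted effect of over 30% in size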
#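 RECQ1T1 50 nM; forked duplex (20 bp + 30-nt ss tails) 200 nM, ATP 2 mM final; pH 8.0, 2 mM MgCl2, 2.5 ug/ml poly(dI-dC); 15 min compound preincubation; discontinuous kinetic read over 2 h at RT.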
# GAA spleen mod: inhibits or activates alpha-glucosidase in human spleen homogenate | P10253 | human spleen homogenate, 4-MU-alpha-glucoside fluorescence | Potency, µM (highest dose often 79.9 µM), without a hit: top-dose activity change, negative = inhibition, usual class: inhibitors | 240,000 tested, 0.006% active;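 further: 0% = enzyme with vehicle and -100% = no enzyme basal signal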
#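 Human spleen homogenate (1 ug) incubated with compounds and 1 mM 4-methylumbelliferyl-alpha-D-glucopyranoside in pH 5.0 citrate/phosphate buffer, 37 C, 40 min. Stopped at pH 10; 4-MU fluorescence (Ex 365/Em 440 nm); AC50 by Hill fit.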
# TRb SRC2 PPI: TRbeta-SRC2 interaction inhibition; P10828; TRbeta-SRC2 peptide binding, fluorescence polarization; receptor liganded with 1 µM T3; Potency, µM (doses to about 106 µM), inactives show at the highest dose activity change, negative = inhibition, actives largely listed as inhibitors; 280,000 tested, 0.065% active; AID 1469;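 further: plate controls were bound peptide for no effect and peptide without receptor for full effect; nearly all actives have a fitted effect of over 50% in size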
# Target sequence (P10828 whole entry, looked up): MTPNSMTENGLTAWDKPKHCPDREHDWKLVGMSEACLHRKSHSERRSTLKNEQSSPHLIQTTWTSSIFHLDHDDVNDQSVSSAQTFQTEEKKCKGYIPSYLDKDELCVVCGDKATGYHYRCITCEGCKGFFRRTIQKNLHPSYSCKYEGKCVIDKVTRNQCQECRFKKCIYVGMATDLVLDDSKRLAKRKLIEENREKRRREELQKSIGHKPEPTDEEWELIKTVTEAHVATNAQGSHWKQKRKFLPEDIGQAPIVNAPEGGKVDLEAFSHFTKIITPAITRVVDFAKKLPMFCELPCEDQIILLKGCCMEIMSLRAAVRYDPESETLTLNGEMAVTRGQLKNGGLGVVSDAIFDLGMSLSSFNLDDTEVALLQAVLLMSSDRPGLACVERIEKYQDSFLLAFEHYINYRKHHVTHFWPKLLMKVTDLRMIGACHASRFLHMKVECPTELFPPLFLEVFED
#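 Read-out is fluorescence polarization (555 nm excitation, 632 nm emission) of a Texas Red SRC2 coactivator peptide; loss of signal reflects blocked binding to human TRb ligand-binding domain in the presence of 1 uM T3.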
# GAA inh: blocks human lysosomal alpha-glucosidase; P10253; purified human GAA, 4-MU-alpha-glucoside fluorescence; AID 1466; 200,000 tested, 0.005% active; Potency, µM (top dose mostly 76.9 µM), for inactives: at the highest dose activity change, negative = inhibition, hits mostly inhibitors;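 further: plate controls were uninhibited enzyme wells for no effect and no-enzyme background for full effect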
#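 AC50 values come from Hill fits of compound titrations (up to 77 uM) against 4 nM human enzyme. Substrate 4-methylumbelliferyl-alpha-D-pyranoside at 400 uM, pH 5.0 citrate buffer, 20 min room temperature; fluorescence Ex 365/Em 440 after alkaline stop.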
# * hit, by the source's call; i = inactive; ? = inconclusive; · = no result given; & = joins results of further samples; [ ] = dose if it differs, or a comment. Unless noted, the call rests on the fitted dose curve; in most records, active means well fitted curve in the direction sought with a large enough effect; inconclusive means small, poorly fitted or top-dose-only effect, or another doubt; inactive means no such curve, though single readings can be large; an effect the other way counts as inactive or inconclusive. Unless noted, on the % scale 0 is the no-effect control and ±100 the full control effect; potency means the concentration at half of the fitted maximal effect. Only part of the results is shown, so the mix of outcomes need not match the whole.
# Sequence of screens – L3MBTL1 inh, TexasRed fluor, RGS12 GoLoco inh, GAA glycogen mod, RECQ1 inh, GAA spleen mod, TRb SRC2 PPI, GAA inh
- Cc1nc2ccc(F)cc2cc1C(=O)Nc1ccc(Cl)c(Cl)c1
  -3%, -2%, 4%, 16%, -10%, -9%, 2%, 6%
- O=C(NCCc1c[nH]c2ccccc12)C(F)(F)C(F)F
  -2%, -2%, 4%, -4%, -2%, -9%, 0%, -2%
- COc1ccc(OCC(=O)NCCCN2CCOCC2)cc1
  4%, 1%, 2%, 1%, -3%, -27%, -15%, 5%
- CCOC(=O)C1C(=O)NC(c2ccccc2)=NC1c1ccc(Br)cc1 (stereo not drawn)
  -15%, 1%, 1%, -3%, -5%, 3%, 3%, 1%
- Cc1ccc(CNC(=O)c2cc(-c3cc(C)cc(C)c3O)n[nH]2)cc1
  -6%, -2%, -1%, -12%, -7%, -4%, 12%, ·
- CCCN(CC(=O)Nc1cccc(Br)c1)CC(=O)Nc1ccc(F)c(F)c1F
  14%, -2%, ·, -12%, -8%, -3%, 0%, 4%
- CC(C)(C)S(=O)(=O)c1ccsc1C(=O)O
  13%, 0%, -4%, 8%, -5%, -1%, 8%, 1%
- Cc1ccc(C(=O)CSc2nc3cccnc3n2C)cc1
  1%, 2%, 3%, -3%, -12%, -7%, 4%, -2%
- Cc1onc(-c2c(Cl)cccc2Cl)c1-c1nc2cc(Cl)ccc2c(=O)o1
  1%, 0%, 3%, 3%, 3%, 3%, -6%, -5%[15.4 µM]
- Nc1ccc2oc(-c3ccccc3Cl)cc(=O)c2c1O
  -13%, 0%&-2%, -4%[88.7 µM], ?, i, 0%[119 µM], 7%&5%, -5%
- CCOC(=O)c1sc(C)c2c1NC(c1ccc(N(C)C)cc1)NC2=O (stereo not drawn)
  -3%, -1%, ·, -2%, -4%, 1%, 5%, -4%
- O=C(Cn1cc([N+](=O)[O-])nc1[N+](=O)[O-])N1CCN(c2ccccc2)CC1
  11%, 0%, 6%, 6%, -1%, 3%, -5%, -22%
- CCOc1ccc(CNC(=O)CCSCc2ccccc2F)cc1OC
  ·, 0%, -2%, 5%, -15%, -2%, -1%, -1%
- COc1cc(/C=N/Nc2nc3ccccc3[nH]2)cc(Br)c1OCC(=O)N(C)C
  4%, -9%, 10%, ?, i, -3%, 2%, -9%
- CCOc1ccccc1NC1c2ccccc2C(=O)N1Cc1ccco1 (stereo not drawn)
  ·, 2%, 11%, 2%, -8%, -2%, 8%, -3%
- CCCCn1ccnc1C(=O)c1cccc(S(=O)(=O)N2c3ccccc3CC2C)c1 (stereo not drawn)
  9%, -1%, 5%, 4%, -1%, 2%, -1%, -6%
- Cc1ccc(OCC(=O)NC(=S)Nc2ccc3c4c(cccc24)CC3)cc1
  -3%, 1%, 10%, 2%, -16%, -3%, 4%, -2%
- O=C(OC1CCOC1=O)c1ccc(NS(=O)(=O)c2cccs2)cc1 (stereo not drawn)
  -4%, -5%, 11%, 8%, -4%, -1%, -7%, -1%
- O=C(CSc1nc2c(c(=O)n1-c1ccccc1)SCC2)NCC1CCCO1 (stereo not drawn)
  ·, 4%, 12%, -10%, -5%, 0%, -4%, ·
- CC(=O)N1CCN(c2cc(N3CCc4ccccc4C3)c(F)cc2[N+](=O)[O-])CC1
  -3%, -3%, 13%, -12%, i, 1%, -3%, -7%
- Fc1ccc(CNC(=S)Nc2ccccc2Cl)cc1
  10%, 0%, 11%, -9%, -2%, -4%, -1%, -7%
- Cc1sc2ncnc(OCC(=O)NCC3CCCO3)c2c1C (stereo not drawn)
  0%, -4%, 2%, -1%, -6%, 1%, 0%, -11%
- CCOC(=O)N1CCN(c2c(NC3CCN(Cc4ccccc4)CC3)c(=O)c2=O)CC1
  ·, 0%, -1%, 14%, -4%, -16%, -7%, -5%
- COC(=O)c1c(O)ccc(Oc2ccccc2)c1C(=O)OC
  2%, -2%, 2%, 3%, i, 2%, -9%, -6%
- COCCNC(=O)Cn1cc(S(=O)(=O)N2CCN(c3ccccc3F)CC2)c2ccccc2c1=O
  -8%, -3%, 3%, -12%, -3%, -16%, 0%, -23%
- NS(=O)(=O)c1ccc(NC(=S)NNC(=O)c2cccs2)cc1
  2%, -3%, 14%, ?, i, -7%, -4%, 11%
- Cc1noc(/C=C/N(C)C)c1S(=O)(=O)N1CCCC(C(=O)NC2CCCCC2C)C1 (stereo not drawn)
  ·, -7%, -5%, -8%, -11%, 0%, -7%, -19%
- Cc1nc2ccccc2c(=O)n1/N=C1\C(=O)N(C)c2ccccc21
  2%, -1%, 7%, 17%, 11%, -4%, -2%, 8%
- CCOC(=O)c1[nH]c2ccc(OCC)cc2c1NC(=O)CN1CCN(c2ccccc2)CC1
  1%, -7%, 2%, -24%, -4%, -4%, -2%, 6%
- COc1ccc(NC(=O)C2CCCO2)cc1Cl (stereo not drawn)
  ·, -1%, -14%, 0%, i, -4%, 3%, -7%
- CC1CCC(NC(=O)C(Cc2ccccc2)n2cccc2)CC1 (stereo not drawn)
  ·, -1%, 9%, 4%, 8%, 9%, -10%, ·
- O=C(CCc1ccc(S(=O)(=O)NC2CCCCC2)cc1)NCc1ccccn1
  -28%, 8%[53 µM], 96%[activator], -1%, -1%, 5%, 12%[53 µM], ?
- Cc1ccccc1NC(=O)C(NS(=O)(=O)c1ccc2c(c1)c(=O)n(C)c(=O)n2C)c1ccccc1 (stereo not drawn)
  ·, 0%, 14%, ?, -6%, 1%, -1%, 1%
- CCC(=O)N1N=C(c2c(O)n(C)c(=O)n(C)c2=O)CC1c1ccccc1 (stereo not drawn)
  1%, -2%, -2%, -10%, i, -3%, 2%, ·
- O=C(NC(NC(=S)Nc1c(Cl)cccc1Cl)C(Cl)(Cl)Cl)OCc1ccccc1 (stereo not drawn)
  -13%, 0%, 7%, -9%, -12%, 2%, 13%, -9%
- O=C1NC[C@H](c2ccccc2)N(CCc2cc(C(F)(F)F)cc(C(F)(F)F)c2)C1=O
  ·, 0%, -1%, -8%, i, 1%, -5%, ·
- C1CCC(n2nnnc2CN2CCCC2)CC1
  2%, -5%, 9%, -11%, -5%, 1%, -3%, 7%
- C=CCNCC(=O)Nc1sc2c(c1C(=O)Nc1ccc(OC)cc1OC)CCC2
  7%, -2%, 41%[activator], ?, i, -2%, -6%, -3%
- CCOc1ccc(CC(=O)Nc2ccc(NC(=O)c3ccco3)cc2)cc1OCC
  ·, -4%, 0%, 0%, 0%, 8%, -1%, -1%
- COc1ccc(OC)c(-n2c(N)c(C(=O)NCC3CCCO3)c3nc4ccccc4nc32)c1 (stereo not drawn)
  ·, -1%, 7%, -16%, -1%, 2%, 0%, 1%
- Cc1ccc(Cn2c(=O)n(CCC(=O)NCc3ccc4c(c3)OCO4)c(=O)c3ccccc32)cc1
  ·, -9%, 3%, 1%, -5%, -7%, -3%, -2%
- Fc1ccc(CSc2nnc(-c3cccnc3)o2)cc1
  14%, 0%, 11%, 3%, 5%, 6%, -3%, 2%
- O=C(Cn1cnc2ccccc2c1=O)c1c[nH]c2ccccc12
  2%, 0%, 6%, 10%, -7%, -1%, -1%, -5%
- CC(C)c1ccc(CN2CCN(C(=O)CCl)CC2)cc1
  6%, 1%, 2%, -2%, -3%, -15%, -11%, -6%
- Cc1ccc(-c2nn3cnnc3c3ccccc23)cc1C
  -1%, 0%, -1%, -5%, -5%, -5%, 4%, 0%
- CCN(CC)S(=O)(=O)c1ccc(N(C)Cc2cccnc2)nc1
  ·, 0%, -2%, 6%, 8%, -3%, -6%, -10%
- CC1(C(=O)NCCCNc2ncc(C(F)(F)F)cc2Cl)C=CCN1C(=O)c1ccccc1 (stereo not drawn)
  3%, -1%, -6%, 3%, -4%, -4%, -3%, 0%
- COC(=O)CSC1=C(C#N)C(c2cccc(F)c2)CC(=O)N1 (stereo not drawn)
  -1%, 3%, 3%, -1%, i, 1%, -1%, 1%
- Cc1ccc(Nc2ncccc2C(=O)NCc2cccs2)c(C)c1
  -5%, -7%, -7%, -11%, -2%, -12%, -8%, -9%
- COc1ccc(NC(=O)CN(C)S(=O)(=O)c2ccc(C)cc2)c([N+](=O)[O-])c1
  -8%, 1%, ·, 16%, 2%, -13%, 2%, 5%
- Cc1oc(/N=C/c2ccc(Cl)cc2Cl)c(C#N)c1C
  1%, 13%, 48%[activator], 0%, -8%, 3%, 2%, 8%
- COC(=O)Nc1nnc(/C=C/c2ccc(OC)cc2)s1
  -4%, 3%, 24%, -1%, 5%, 0%, 8%, 4%
- COc1ccccc1CN1CCN(Cc2nc(Cc3ccccc3)no2)CC1
  -9%, 0%, 11%, -10%, i, -5%, 5%, 8%
- COCCSc1ccccc1C(=O)N1CCN(c2ccccc2OC)CC1
  41%[activator], -2%, -10%, 0%, -6%, 1%, -5%, -1%
- COc1cccc(NC(=O)CN2CCC(C)CC2)c1
  ·, 3%, -2%, 7%, 6%, -1%, -15%, -15%
- Cc1ccc(C(=O)NN2C(=O)c3ccc(S(=O)(=O)c4ccc(C(=O)O)cc4)cc3C2=O)cc1
  ·, 0%, 3%, -10%, 8%, -4%, 6%, -3%

# Structures above with a CF3 group, in the order listed:
# Sequence of screens – L3MBTL1 inh, TexasRed fluor, RGS12 GoLoco inh, GAA glycogen mod, RECQ1 inh, GAA spleen mod, TRb SRC2 PPI, GAA inh
- O=C1NC[C@H](c2ccccc2)N(CCc2cc(C(F)(F)F)cc(C(F)(F)F)c2)C1=O
  ·, 0%, -1%, -8%, i, 1%, -5%, ·
- CC1(C(=O)NCCCNc2ncc(C(F)(F)F)cc2Cl)C=CCN1C(=O)c1ccccc1 (stereo not drawn)
  3%, -1%, -6%, 3%, -4%, -4%, -3%, 0%

# Already shown: entries from further up.
# Sequence of screens – L3MBTL1 inh, TexasRed fluor, RGS12 GoLoco inh, GAA glycogen mod, RECQ1 inh, GAA spleen mod, TRb SRC2 PPI, GAA inh
- CC1CCC(NC(=O)C(Cc2ccccc2)n2cccc2)CC1 (stereo not drawn)
  ·, -1%, 9%, 4%, 8%, 9%, -10%, ·
- O=C(CCc1ccc(S(=O)(=O)NC2CCCCC2)cc1)NCc1ccccn1
  -28%, 8%[53 µM], 96%[activator], -1%, -1%, 5%, 12%[53 µM], ?
